# HepG2 viability: counter-screen for TGF-b inhibitors: cytotoxicity in HepG2 cells; HepG2 CAGA-GFP viability, ATP luminescence, 18 h; Potency, µM (doses to about 46.1 µM), for the others: top-dose activity change, negative = cytotoxicity, usual class: cytotoxic; hit rate 0.76% among 410,000; also: some results filed as inactive show a strong effect at the top dose
#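 CellTiter-Glo luminescence gave cytotoxicity after 18 hours at 37 degrees C. The cells were HepG2 CAGA-GFP in 1% FBS DMEM, stimulated with 500 pg/mL TGF-beta after compound addition. %Activity was normalised to no-cell wells (complete cell-killing) and DMSO (no toxicity), and curves were fitted and classified.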
# TGFb inhibitor: inhibitors of TGF-b signaling. HepG2 CAGA-GFP TGF-b/SMAD3 reporter, GFP fluorescence, 18 h; TGF-beta stimulated, 500 pg/mL final. Potency, µM (doses to about 46.1 µM), for inactives: at the highest dose activity, negative = inhibition, actives largely listed as inhibitors. hit rate 1.2% among 410,000. AID 588855; also: % is scaled to controls: 0 for no effect and ±100 for the full control effect; nearly all actives have a fitted effect of over 65% in size
#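 Inhibition was scored as loss of TGF-beta-induced (500 pg/mL final, 18 hours, 37 degrees C) GFP in HEPG2 cells carrying a CAGA-GFP reporter, in DMEM with 1% FBS. Well GFP was summed per cell; Activity was normalised to unstimulated and stimulated DMSO wells, then concentration-response fitting.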
# Nrf2 ARE act: activates Nrf2 signaling; AREc32 ARE-luciferase reporter (MCF7-derived line), luminescence, 24 h; Potency, µM (highest dose often 46.1 µM), inactives show at the highest dose activation, hits mostly activators; hit rate 0.31% among 410,000; AID 624171; also: % of control where 0% means no effect; nearly all actives have a fitted effect of over 65% in size
#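 ARE-driven firefly luciferase activity in AREc32 cells measured after a 24 hr compound exposure at 37 deg C, using Steady-Glo reagent and a 30 min room-temperature hold.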
# ATXN2 expr inh: inhibitors of ATXN2 expression; HEK-293 ATXN2-luciferase reporter, luminescence, 24 h; hit rate 0.72% among 360,000; Potency, µM (top dose mostly 57 µM), for the others: at the highest dose activity change, negative = inhibition, hits mostly inhibitors; also: % is scaled to controls: 0 for no effect and ±100 for the full control effect; nearly all actives have a fitted effect of over 55% in size
#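 qHTS (up to 57 uM final) was run with 24 h compound exposure of reporter cells at 37 °C. Each well was multiplexed: SteadyGlo luminescence measured ATXN2-luciferase expression after a fluorogenic Gly-Phe-AFC viability readout (25 uM final).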
# EPAC2 antag: antagonists of human EPAC2; Q8WZA2; EPAC2 GEF exchange of Rap1B-BODIPY-GDP, fluorescence; Potency, µM (doses to about 114 µM), inactives show at the highest dose activity, negative = inhibition, hits mostly inhibitors; hit rate 0.18% among 360,000; AID 720708; also: % is scaled to controls: 0 for no effect and ±100 for the full control effect; nearly all actives have a fitted effect of over 45% in size; many of its hits are not listed in these tables
# Target sequence (Q8WZA2 whole entry, looked up): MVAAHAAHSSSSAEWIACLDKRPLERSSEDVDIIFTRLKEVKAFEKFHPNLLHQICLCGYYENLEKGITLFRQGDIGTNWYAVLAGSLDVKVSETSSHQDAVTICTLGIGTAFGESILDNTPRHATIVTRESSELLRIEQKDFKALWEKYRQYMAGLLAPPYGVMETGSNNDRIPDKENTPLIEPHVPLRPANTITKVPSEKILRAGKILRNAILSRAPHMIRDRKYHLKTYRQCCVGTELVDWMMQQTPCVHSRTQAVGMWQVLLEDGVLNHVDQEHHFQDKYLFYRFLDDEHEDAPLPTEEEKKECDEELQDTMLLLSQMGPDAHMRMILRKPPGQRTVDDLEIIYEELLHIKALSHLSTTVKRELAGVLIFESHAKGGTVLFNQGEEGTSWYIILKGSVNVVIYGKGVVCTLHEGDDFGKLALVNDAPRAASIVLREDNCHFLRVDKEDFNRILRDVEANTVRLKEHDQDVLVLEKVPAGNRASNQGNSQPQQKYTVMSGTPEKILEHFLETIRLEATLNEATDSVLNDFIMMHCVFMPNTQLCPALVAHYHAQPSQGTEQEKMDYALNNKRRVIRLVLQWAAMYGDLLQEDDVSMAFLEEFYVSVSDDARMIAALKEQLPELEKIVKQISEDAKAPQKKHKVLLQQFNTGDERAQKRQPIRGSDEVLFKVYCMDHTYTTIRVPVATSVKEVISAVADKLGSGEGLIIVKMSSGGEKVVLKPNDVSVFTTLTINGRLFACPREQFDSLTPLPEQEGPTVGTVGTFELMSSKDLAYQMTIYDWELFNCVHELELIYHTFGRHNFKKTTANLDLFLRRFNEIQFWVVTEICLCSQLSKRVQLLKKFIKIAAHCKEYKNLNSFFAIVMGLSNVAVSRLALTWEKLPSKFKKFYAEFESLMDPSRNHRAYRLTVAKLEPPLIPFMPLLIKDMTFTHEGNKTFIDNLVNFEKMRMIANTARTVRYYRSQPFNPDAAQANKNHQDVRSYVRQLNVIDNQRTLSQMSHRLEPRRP
# S2 tox: viability counter-screen for ATXN expression inhibitors; Potency, µM (series often up to 56.7 µM), hits mostly cytotoxic; hit rate 0.49% among 400,000; S2 cells (HEK-293 line with an ATXN2-luciferase reporter) viability, CellTiter-Fluor protease fluorescence, 24 h; also: nearly all actives have a fitted effect of over 40% in size
# MCF10A rereplic: DNA re-replication induction in MCF 10a cells | hit rate 2.9% among 350,000 | AID 624296 | Potency, µM (series often up to 46.1 µM), inactives show at the top dose activity, positive = re-replication, most hits filed as activators | MCF 10A DNA re-replication, Hoechst nuclear intensity, 48 h; also: % of control where 0% means no effect; nearly all actives have a fitted effect of over 50% in size
# A549 viability: A549 cytotoxicity, counter-screen for Nrf2 inhibitors | hit rate 0.16% among 390,000 | AID 504648 | Potency, µM (highest dose often 46 µM), inactives show top-dose activity change, negative = cytotoxicity, hits mostly inhibitors | A549 ARE-Fluc cells, CellTiter-Fluor viability, 18-24 h; also: % is scaled to controls: 0 for no effect and ±100 for the full control effect
#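 A549 ARE_Fluc cells in 5% FBS OPTI-MEM were exposed to compounds in concentration-response for 18-24 h at 37 deg C. Viability was read by CellTiter-Fluor fluorescence (Ex 405/Em 525) after 30 min, before the luciferase read.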
# Nrf2 block: blocks Nrf2 signaling; Potency, µM (doses to about 46 µM), inactives show top-dose activity change, negative = inhibition, hits mostly inhibitors; A549 ARE-Fluc reporter, luciferase luminescence, 18-24 h; hit rate 2.1% among 360,000; also: % is scaled to controls: 0 for no effect and ±100 for the full control effect; nearly all actives have a fitted effect of over 60% in size
#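 Quantitative HTS in A549 cells stably bearing an antioxidant response element-firefly luciferase construct. Inhibition of Nrf2-driven transcription was scored by luminescence after 18-24 h of compound exposure at 37 °C.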
# Starred values were filed as active, the others as inactive; i = inactive; ? = inconclusive; . = no result given; [ ] = remark or other dose. Calls follow the shape of the dose curve; as a rule, active = well fitted curve in the direction sought with a large enough effect; inconclusive = small, poorly fitted or top-dose-only effect, or another doubt; inactive = no such curve, though single readings can be large; an effect the other way counts as inactive or inconclusive. Potency is read from the fitted curve at half-maximal effect. An excerpt; rates above refer to the full screens.
SMILES,HepG2 viability,TGFb inhibitor,Nrf2 ARE act,ATXN2 expr inh,EPAC2 antag,S2 tox,MCF10A rereplic,A549 viability,Nrf2 block
Cc1ccc(S(=O)(=O)N2CCCC(C(=O)Nc3ccc(C(=O)O)cc3)C2)cc1Cl (configuration not stated),-8%,-1%,-0.5%,-4%,-8%,i,11%,1%,-14%
CCN(CC)C(=O)CSc1nc2sc3c(c2c(=O)n1CCOC)CCC3,-5%,5%,-0.3%,4%,-10%,i,-2%,1%,-27%
N/C(Cc1ccc(Cl)c(Cl)c1)=N\OC(=O)c1ccc(Br)o1,1%,-3%,-0.1%,-11%,5%,?,?,-8%,0%
CCC12CN3CCN(CC(C3)/C1=N\NC(=O)Nc1ccccc1)C2,-15%,-15%,0.1%,-11%,-1%,i,-6%,4%,0%
CC(=O)c1cccc(S(=O)(=O)Nc2cc(C(F)(F)F)ccc2N2CCOCC2)c1,-10%,-16%,-0.3%,-18%,-14%,i,16%,2%,-28%
Cc1cc(C)cc(NC(=O)C2CCCN2/C=C/C(=O)C(F)(F)F)c1 (configuration not stated),0%,5%,-0.4%,-1%,0%,i,-9%,7%,12%
CCOC(=O)c1c(CN(C)C)n(-c2ccccc2)c2cc(Br)c(O)cc12,-7%,-1%,2.8%,-29%,1%,i,9%,-1%,6%
O=C(Nc1c[nH]c(=O)[nH]c1=O)OCc1ccccc1,-6%,14%,4.3%,1%,1%,i,-1%,2%,3%
Cc1cc(C)c(C)c(S(=O)(=O)N2CCN(C(=O)c3ccccn3)CC2)c1C,-20%,10%,0.1%,.,-1%,?,10%,0%,-6%
c1ccc2c(c1)COC(CNC1CCCCC1)OC2,-10%,4%,1.5%,.,0%,i,6%,10%,7%
CC1CCCCC1NC(=O)CSCC(=O)O (configuration not stated),18%,7%,-0.4%,1%,5%,i,1%,-6%,5%
O=C(CCn1nc(-c2ccc(Cl)cc2)ccc1=O)NCc1cccnc1,-7%,0%,0.7%,1%,10%,i,-5%,-5%,-19%
CCOC(=O)c1c(C)nc2c(c1-c1cc(OC)ccc1OC)C(=O)c1ccccc1-2,1%,-28%,2.1%,.,-10%,.,1%,-6%,1%
CCN(CC)S(=O)(=O)c1ccc2c(c1)N(CC(=O)NCCc1ccc(S(N)(=O)=O)cc1)C(=O)CO2,9%,0%,0.0%,-14%,4%,i,?,3%,5%
COc1cc(/C=N/NC(=O)c2nc(-c3ccccc3)n(-c3ccccc3)n2)ccc1O,-13%,?,0.0%,4%,1%,i,-2%,13%,1%
CC1(OC(=O)CCc2ccccc2)C(=O)C=C2C=C(c3ccc(C#N)cc3)N(C3CCCC3)C=C2C1=O (configuration not stated),-12%,-37%,-0.1%,-6%,-9%,i,-26%,-15%,-18%
CC1(c2nnc(-c3ccc(F)cc3)o2)CC(c2ccccc2)=NO1 (configuration not stated),3%,?,0.3%,1%,-6%,i,8%,16%,-13%
O=C1NC(=O)C(c2cccs2)(c2cccs2)N1,2%,5%,-0.6%,-10%,13%,i,-15%,3%,0%
CCOc1cc(C=O)ccc1OCC(=O)NC(C)(C)C,-3%,7%,-0.6%,8%,12%,i,-3%,-2%,-4%
Cc1cc(-c2n[nH]c(=S)n2/N=C/c2c[nH]c3ccccc23)n[nH]1,0%,-3%,0.2%,-1%,-3%,i,?,2%,-18%
NS(=O)(=O)c1ccc(NC(=O)CN2C(=O)C3C4C=CC(C4)C3C2=O)cc1 (configuration not stated),-16%,0%,0.1%,1%,-7%,i,-31%,0%,8%
Fc1ccc2c(c1)C(c1ccc(N3CCOCC3)cc1)=NNC(c1cccs1)=N2,-7%,-3%,2.8%,-10%,-1%[57.1 µM],?,24%,-18%,?
O=C(COC(=O)c1ccccc1O)NC1CCCc2ccccc21 (configuration not stated),3%,-12%,0.2%,.,-8%,i,2%,-2%,8%
COc1cccc(-c2nc(CS(=O)(=O)c3ccccc3)no2)c1,2%,6%,0.1%,66%[activator],-6%,i,4%,0%,.
O=C(CCCN1C(=O)c2ccccc2C1=O)Nc1ccc(S(=O)(=O)N2CCOCC2)cc1,4%,15%,0.0%,3%,6%,i,4%,.,.

# 4 of the compounds above, with bars between the fields.
SMILES | HepG2 viability | TGFb inhibitor | Nrf2 ARE act | ATXN2 expr inh | EPAC2 antag | S2 tox | MCF10A rereplic | A549 viability | Nrf2 block
O=C1NC(=O)C(c2cccs2)(c2cccs2)N1 | 2% | 5% | -0.6% | -10% | 13% | i | -15% | 3% | 0%
CCOc1cc(C=O)ccc1OCC(=O)NC(C)(C)C | -3% | 7% | -0.6% | 8% | 12% | i | -3% | -2% | -4%
Cc1cc(-c2n[nH]c(=S)n2/N=C/c2c[nH]c3ccccc23)n[nH]1 | 0% | -3% | 0.2% | -1% | -3% | i | ? | 2% | -18%
NS(=O)(=O)c1ccc(NC(=O)CN2C(=O)C3C4C=CC(C4)C3C2=O)cc1 (configuration not stated) | -16% | 0% | 0.1% | 1% | -7% | i | -31% | 0% | 8%

# The main list resumes, repeating the four entries before the break.
SMILES,HepG2 viability,TGFb inhibitor,Nrf2 ARE act,ATXN2 expr inh,EPAC2 antag,S2 tox,MCF10A rereplic,A549 viability,Nrf2 block
Fc1ccc2c(c1)C(c1ccc(N3CCOCC3)cc1)=NNC(c1cccs1)=N2,-7%,-3%,2.8%,-10%,-1%[57.1 µM],?,24%,-18%,?
O=C(COC(=O)c1ccccc1O)NC1CCCc2ccccc21 (configuration not stated),3%,-12%,0.2%,.,-8%,i,2%,-2%,8%
COc1cccc(-c2nc(CS(=O)(=O)c3ccccc3)no2)c1,2%,6%,0.1%,66%[activator],-6%,i,4%,0%,.
O=C(CCCN1C(=O)c2ccccc2C1=O)Nc1ccc(S(=O)(=O)N2CCOCC2)cc1,4%,15%,0.0%,3%,6%,i,4%,.,.
COCCn1c(SCC(=O)OCc2ccccc2)nc2c1c(=O)[nH]c(=O)n2C,0%,13%,1.6%,1%,-14%,i,-9%,2%,15%
CC(Nc1cc(N2CCOCC2)ccc1[N+](=O)[O-])c1ccccc1 (configuration not stated),3%,-2%,0.3%,2%,9%,i,-3%,-15%,9%
Cc1cnc(C(=O)OCc2ccc(C#N)cc2)cn1,-1%,-5%,0.3%,-1%,3%,i,-5%,1%,7%
O=C(Cc1c(F)cccc1Cl)Nc1cccnc1,-1%,-5%,-0.9%,6%,8%,i,-7%,-3%,-5%
COc1cccc(OC)c1C(=O)OCC(=O)N(C)c1ccccc1,3%,5%,0.0%,-16%,2%,i,-1%,-10%,-20%
Cc1cc(C)nc(SSc2nc(C)cc(C)n2)n1,-40%,?,11%,2%,11%,i,?,-1%,-21%
CN1CCN(C(=O)C23CC4CC(CC(C4)C2)C3)CC1,2%,-1%,0.1%,5%,9%,i,2%,18%,?
O=C(O)c1ccc2c(=O)n3c(nc2c1)/C(=C/c1ccc(OC(F)F)cc1OC(F)F)CC3,0%,-4%,-0.8%,-19%,3%,i,6%,-3%,18%
COc1ccc(C2=NN(C(=O)c3cccnc3)C(c3ccccc3)C2)cc1 (configuration not stated),3%,-5%,-0.9%,-15%,0%,?,?,-4%,5%
O=C(CCN1C(=O)/C(=C\c2cccs2)SC1=S)Nc1ccc(C(=O)O)cc1,-2%,1%,-0.8%,9%,-1%,i,-28%,-7%,?
O=S1(=O)N[C@@H](Cc2ccccc2)COc2cc(N3CCN(Cc4ccccc4F)CC3)ccc21,.,.,4.1%,6%,3%,i,.,.,.
C[C@@H](NC(=O)Cn1cnc2c(OCc3ccccc3)ncnc21)c1cccc2ccccc12,-22%,?,8.7%,-29%,-7%,?,?,-22%,?
COc1ccc(CCC(=O)NCc2nc3cccnc3n2Cc2ccc(OC)cc2)cc1,-33%,-18%,0.5%,.,.,.,.,6%,.
c1ccc2oc(-c3ccc4nc[nH]c4c3)nc2c1,-11%,1%,?,58%[activator],-1%,i,0%,-1%,.
COc1ccc(NC(=O)COC(=O)c2ccc3c(c2)OCCO3)cc1OC,-26%,25%,-0.2%,.,7%,i,-3%,12%,?
CCOC(=O)C1=C(C)NC(=O)N(C(C)=O)C1c1ccc(Cl)cc1 (configuration not stated),-27%,16%,-0.1%,-17%,4%,i,?,-3%,?
O=C(NOC(=O)c1ccccc1F)c1ccc(OC(F)F)cc1,-5%,-18%,0.1%,-7%,-11%,i,-6%,0%,-1%
COc1ccc(-c2csc(Nc3ccc(S(=O)(=O)Nc4cc(OC)nc(OC)n4)cc3)n2)cc1,-11%,?,0.0%,-10%,-15%,i,?,-13%,-20%
COc1ccc(NC(=S)N(CCC(C)C)C2CCN(C(C)C)CC2)cc1Cl,-12%,-12%,3.6%,?,-8%,?,?,-19%,?
C[C@@]12C(=O)N(Cc3ccccc3)CC(=O)N1[C@H]1c3ccccc3OC[C@@H]1[C@@H]2c1ccccc1,-3%,-9%,-0.2%,-7%,-9%,i,-11%,5%,11%
